# KOR beta-arrestin-1 – kappa opioid receptor blockers – cell-based, luminescence, uHTS (AID 1778) | 290,000 tested, 0.091% active | KOR beta-arrestin recruitment, luminescence, antagonist mode; higher % means a stronger effect | inhibition, % at 10 µM; hits with a dose series show IC50 in µM; further: strong numbers were not always called active
# Salmonella PhoP GFP – inhibitors of PhoP regulon expression, primary screen, Salmonella Typhimurium, GFP reporter (AID 1863); S. Typhimurium PhoP-regulated promoter GFP reporter, 4 h; higher % means a stronger effect; 300,000 tested, 0.16% active; inhibition, % at 50 µM, or IC50 in µM where a hit was titrated;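 active means inhibition over 29.93%, a cutoff 3 SD above the screen mean, later confirmed by dose response; inconclusive means inhibition over 29.93% but no dose response follow-up; inactive means inhibition at most 29.93% or unconfirmed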;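 further: 0% = low Mg2+ inducing control and 100% = high Mg2+ repressing control; strong numbers were not always called active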
# HEK293 NOD2/NF-kB – inhibition of NOD2-driven NF-kB reporter – cell-based, luminescence, uHTS, HEK293 (AID 1566); HEK293 NOD2/NF-kB luciferase reporter, luminescence; higher % means a stronger effect; inhibition, % at 4 µM, or EC50 in µM where a hit was titrated; 290,000 tested, 0.63% active; further: many of its hits are not listed in these tables
# LYP inhibition – PTPN22 lymphoid phosphatase activity blockers – biochemical, fluorescence intensity, uHTS (AID 1779); recombinant LYP phosphatase, fluorescence intensity; higher % means a stronger effect; one-dose inhibition, % at 11.5 µM; IC50 in µM for titrated hits; 290,000 tested, 0.054% active;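 further: plate controls were vehicle with enzyme for no effect and no enzyme for full effect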
# HIV fusion peptide – inhibitors of HIV fusion peptide binding, primary screen, biochemical, uHTS, fluorescence dequenching (AID 1986). cell-free peptide binding, fluorescence dequenching, 30 min; higher % means a stronger effect. inhibition, % at 20 µM, or IC50 in µM where a hit was titrated. 290,000 tested, 0.3% active; in the data active means inhibition mostly above about 52%, no sharp cut-off; inactive means mostly below about 76%; further: some results filed as inactive read as strong as hits
# NOD1 NF-kB reporter – inhibition of NOD1-driven NF-kB reporter – cell-based, luminescence, uHTS, primary screen (AID 1578) | 290,000 tested, 1% active | inhibition, % at 4 µM, or EC50 in µM where a hit was titrated | NOD1-driven NF-kB luciferase reporter cells, luminescence; higher % means a stronger effect; in the data active means inhibition mostly above about 36%, no sharp cut-off; inactive means mostly below about 34%;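 further: HEK-293T reporter cells stimulated with the NOD1 agonist gamma-tri-DAP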
# SIAH1 antagonists – blockers of Siah-1 interaction with plectin peptide – biochemical, fluorescence polarization, rhodamine-plectin, uHTS, primary screen (AID 1817) | one-dose displacement, % at 20 µM; IC50 in µM for titrated hits | 290,000 tested, 0.02% active | Siah-1 / rhodamine-plectin peptide fluorescence polarization; higher % means a stronger effect;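 active means displacement of at least 50% at 20 µM, with a fluorescence ratio check between 0.3 and a set limit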;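 further: plate controls were Siah plus tracer with DMSO for no effect and tracer alone without Siah for full effect; strong numbers were not always called active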
# KOR beta-arrestin-2 – KOR agonists, beta-arrestin recruitment, primary screen, cell-based, luminescence, uHTS (AID 1777) | KOR beta-arrestin recruitment, luminescence; higher % means a stronger effect | one-dose activation, % at 10 µM; EC50 in µM for titrated hits | 280,000 tested, 0.02% active; in the data active means activation above about 50%, passing the limit was not always enough; further: a part of the inactive calls stands beside numbers as strong as those of hits
# Myeloid diff 2 – promotes myeloid progenitor differentiation. ER-HoxA9 myeloid progenitors, lysozyme-GFP differentiation, flow cytometry. calls only at 10 µM. 360,000 tested, 1% active. AID 624256;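 active means normalized GFP-positive differentiation at or above the plate's own cutoff, the solvent-only control mean plus 3 SD; inconclusive means no clear call, values can overlap the other calls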;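 further: cells exposed to compound for four days before flow analysis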
# Myeloid diff 2 GFP+ MAC1+ % – further read-out of Myeloid diff 2, marked with its call; GFP+ MAC1+ double positive, %; measured here: differentiation confirmed by MAC1 staining
# Numbers without * were called inactive; i = inactive; ? = inconclusive; . = not tested or not shown; [ ] = remark or other dose. Unless noted, no stated cut-off is given here; in the data, active means inhibition above about 50%; inactive means the rest.
SMILES,KOR beta-arrestin-1,Salmonella PhoP GFP,HEK293 NOD2/NF-kB,LYP inhibition,HIV fusion peptide,NOD1 NF-kB reporter,SIAH1 antagonists,KOR beta-arrestin-2,Myeloid diff 2,Myeloid diff 2 GFP+ MAC1+ %
COc1ccc(-n2nc3c(c2NC(=O)C(C)Cl)CSC3)cc1 (stereo not drawn),-26%,15%,2%,-3%,1.8%,-6%,-4%,-4.4%,i,3.2
Cc1cc[n+](-c2[nH]c(=O)sc2/C=N/NC([S-])=Nc2ccccc2)cc1C,35%,-121%,-7%,-2%,36%,-27%,3%,-4.1%,i,0.6
O=C(CCCc1ccccc1)NCCCc1ccccc1,-4%,-4%,3%,-8%,0.0%,-24%,-5%,1.2%,i,0.8
Cc1[nH]c2ccccc2c1C(=O)CN1C(=O)NC2(CC(C)CC(C)(C)C2)C1=O (stereo not drawn),-32%,13%,21%,-4%,-1.1%,-9%,4%,-2.0%,i,0.6
CCOC(=O)C1CCCCN1Cc1cccc(F)c1 (stereo not drawn),-28%,-10%,9%,-3%,-0.7%,-2%,4%,2.7%,i,1.7
Nc1nc(-c2ccc(Cl)cc2)cc(C(F)(F)F)n1,-46%,11%,-2%,-5%,-0.7%,-1%,1%,-0.9%,i,0.3
CN(C)S(=O)(=O)c1cccc(NC(=O)Cn2cnc3ccccc3c2=O)c1,-11%,-3%,-15%,-3%,-1.1%,-5%,-3%,-9.8%,i,7.9
CCOC(=O)c1ccc(S(=O)(=O)NNC(=O)c2ccc3c(c2)nc(C)n3CC)cc1,11%,2%,9%,-6%,-0.8%,-14%,4%,-2.3%,i,0.4
COc1cc(C2NCC(c3ccc(Cl)cc3Cl)c3c2[nH]c2ccccc32)cc(OC)c1OC (stereo not drawn),-7%,3%,2%,10%,-1.1%,-9%,1%,3.7%,i,1.0
Cc1c(CN2CCCC(C(=O)c3cccc(Cl)c3)C2)c(=O)n(-c2ccccc2)n1C (stereo not drawn),-10%,-6%,-2%,-2%,0.9%,-39%,7%,3.5%,i,0.2
O=c1oc2ccccc2c(NCCO)c1[N+](=O)[O-],0%,-1%,-4%,-2%,1.0%,-25%,2%,-0.7%,i,0.2
CCC(CC)C(=O)Nc1nnc(S(=O)(=O)N2c3ccccc3CC2C)s1 (stereo not drawn),-22%[20 µM],.,9%,-6%,2.3%,-17%,3%,-4.5%,i,6.5
Cc1cc(C)cc(N(CC(=O)NCc2ccco2)C(=O)CCC(=O)Nc2ccccn2)c1,-30%,-14%,15%,-4%,-0.9%,2%,-5%,-9.1%,i,0.9
O=C1NC(=O)/C(=C/c2cc3c(cc2Br)OCO3)S1,-17%,3%,-84%,0%,9.7%,-4%,-2%,-3.6%,i,0.5
O=C(O)c1ccc(NS(=O)(=O)c2ccc(N3CCCC3)c([N+](=O)[O-])c2)cc1,5%,3%,-7%,-6%,-3.3%,4%,2%,0.9%,i,0.4
COc1ccc(CNC(=O)C(CCSC)NC(=O)c2ccco2)cc1 (stereo not drawn),-5%,-4%,-2%,-11%,-0.7%,2%,-3%,0.8%,i,1.9
O=C(NCC(=O)N1CCCC1C(=O)O)OC1CCCCC1 (stereo not drawn),-8%,13%,2%,-3%,-4.0%,30%,2%,-0.8%,i,0.7
COc1ccccc1NC(=O)CCc1nnc2ccc(NCc3ccco3)nn12,-18%,-4%,-5%,-8%,-1.9%,-36%,0%,-3.2%,i,0.0
O=C(CCCN1C(=O)c2cccc3cccc(c23)C1=O)N1CCN(c2ccc(F)cc2)CC1,-10%,-3%,24%,0%,-1.9%,4%,-2%,2.9%,i,0.8
OCCC1CN(Cc2cccc(OC3CCCC3)c2)CCN1Cc1ccsc1 (stereo not drawn),-6%,-5%,-10%,-7%,-1.9%,-15%,2%,-3.5%,i,0.7

# Molecules from the list above that contain fluorine:
SMILES,KOR beta-arrestin-1,Salmonella PhoP GFP,HEK293 NOD2/NF-kB,LYP inhibition,HIV fusion peptide,NOD1 NF-kB reporter,SIAH1 antagonists,KOR beta-arrestin-2,Myeloid diff 2,Myeloid diff 2 GFP+ MAC1+ %
CCOC(=O)C1CCCCN1Cc1cccc(F)c1 (stereo not drawn),-28%,-10%,9%,-3%,-0.7%,-2%,4%,2.7%,i,1.7
Nc1nc(-c2ccc(Cl)cc2)cc(C(F)(F)F)n1,-46%,11%,-2%,-5%,-0.7%,-1%,1%,-0.9%,i,0.3
O=C(CCCN1C(=O)c2cccc3cccc(c23)C1=O)N1CCN(c2ccc(F)cc2)CC1,-10%,-3%,24%,0%,-1.9%,4%,-2%,2.9%,i,0.8

# Later entries
SMILES,KOR beta-arrestin-1,Salmonella PhoP GFP,HEK293 NOD2/NF-kB,LYP inhibition,HIV fusion peptide,NOD1 NF-kB reporter,SIAH1 antagonists,KOR beta-arrestin-2,Myeloid diff 2,Myeloid diff 2 GFP+ MAC1+ %
Cc1cc(CNC(=O)Cn2cc([N+](=O)[O-])cn2)c2ccccc2n1,23%,7%,11%,-3%,-0.2%,-29%,14%,-3.1%,i,0.5
CC(=O)N(C)c1ccc(N=Nc2c(C)[nH]n(C(N)=S)c2=O)cc1,33%,-9%,-59%,4%,-0.2%,-50%,1%,-4.0%,i,0.9
CC1CC(C)(C)Nc2ccc(N=O)cc21 (stereo not drawn),30%,7%,32%,-2%,-2.5%,42%*,-7%,-4.1%,?,.
COc1ccc(-n2nnnc2-c2cccc(OC)c2)cc1,-4%,5%,-12%,-6%,2.9%,-18%,6%,0.7%,.,.
COc1ccc(-c2cc(=O)c3ccccc3s2)cc1,1%,0%,-164%,-1%,-0.4%,-69%,1%,1.4%,i,6.6
Cc1ccc(NC(=O)CNC(=O)c2ccco2)cc1,7%,-1%,-11%,-2%,2.3%,-6%,-3%,2.6%,i,0.2
Cc1ccc(S(=O)(=O)N2CCCC(C(=O)N(Cc3cccs3)C3CC3)C2)cc1 (stereo not drawn),26%,-3%,3%,4%,-2.6%,27%,-2%,4.4%,i,1.6
CC(C)(C)CN1C(=O)C(=O)NC[C@H]1Cc1cccc2ccccc12,12%,-5%,7%,-4%,-0.7%,-10%,1%,6.5%,i,0.7
CCSc1nc(-c2ccc(OC)cc2)cc(-c2ccc(OC)cc2)c1C#N,12%,-2%,17%,-8%,2.9%,14%,-4%,-11%,i,7.7
CC(C)C(C(=O)NC1CCCC1)N(CC1CCCO1)C(=O)CNS(=O)(=O)c1ccccc1 (stereo not drawn),-20%,-6%,-10%,0%,0.8%,4%,1%,1.4%,i,0.0
CCOC(=O)c1c(C)[nH]c(C(C)=O)c1C,-17%,5%,-9%,-9%,-0.7%,-1%,-1%,-7.5%,i,0.7
Cc1onc(-c2c(Cl)cccc2Cl)c1NC(=O)NNc1c(Cl)cncc1Cl,5%,4%,-8%,-5%,-0.2%,-12%,14%,-2.7%,i,0.6
O=S(=O)(NCc1ccc2c(c1)OCO2)c1ccc(Cl)s1,2%,-6%,-22%,2%,1.1%,-35%,7%,2.3%,i,3.3
COC(=O)C1=C(C)NC2=C(C(=O)c3ccccc32)C1c1ccc(-c2ccc(C(=O)O)cc2)o1 (stereo not drawn),-3%,-12%,-5%,11%,41%,-5%,-2%,-1.5%,i,1.2
COc1ccc(/C=C/C(=O)OCC(=O)Nc2cc(C(F)(F)F)ccc2Cl)cc1,-14%,2%,2%,-6%,1.4%,-20%,9%,2.9%,i,0.2
CCC(C)NC(=O)c1ccc2c(c1)S(=O)(=O)c1ccccc1C2=O (stereo not drawn),-1%,1%,8%,-6%,-1.8%,-2%,-8%,-6.5%,i,0.9
Cc1ccccc1C(=O)Nc1cccc(-c2nnc(SCC(=O)O)n2C)c1,-17%,5%,-9%,-3%,1.1%,0%,-3%,2.4%,i,1.5
COCCN(Cc1cc2cc(C)ccc2n2nnnc12)C(=S)Nc1cccc(C)c1,-22%,-6%,2%,-6%,-1.9%,33%,-11%,3.7%,i,1.9
Cn1c(CC(=O)Nc2cccc(Cl)c2Cl)nnc1SCC(=O)NC1=NCCS1,-44%,7%,-8%,-7%,-0.2%,-34%,10%,0.0%,i,0.9
Cn1c(=O)c2c3c(sc2n2cnnc12)CCC3,-1%,4%,1%,-5%,21%,2%,-5%,0.0%,i,1.0
COc1cccc(N2CN(CCc3ccccc3)CNC2=S)c1,18%,-11%,17%,-6%,-1.5%,-5%,10%,0.5%,i,0.5
Cc1ccccc1/[N+]([O-])=C/c1ccncc1,2%,0%,1%,-8%,-1.6%,7%,-4%,4.3%,i,1.2
CC1Cc2ccccc2N1C(=O)C1CCN(S(=O)(=O)Cc2ccccc2)CC1 (stereo not drawn),1%,6%,10%,-5%,1.3%,-3%,3%,-10%,i,0.9
CCCCCn1c(=O)[nH]c2cc(C(=O)N3CCN(c4ccc(C(C)=O)cc4)CC3)ccc2c1=O,-8%,-5%,49%,5%,-0.5%,-25%,-3%,3.5%,i,0.4
COc1cccc(C(C(=O)NC2CCCCC2)N(C(=O)c2csnn2)C2CC2)c1 (stereo not drawn),-1%,1%,-12%,-10%,-0.1%,-21%,-2%,-3.0%,i,0.4
O=C(Cc1cccs1)N(Cc1ccco1)C1(C(=O)NC2CCCC2)CCCCC1,41%,0%,-45%,-2%,-1.2%,-26%,0%,-1.0%,i,0.9
O=C(O)c1cnn2c(C(F)(F)F)cc(-c3ccco3)nc12,-17%,6%,15%,0%,0.1%,-12%,-7%,1.0%,i,0.5
Cc1sc(NC(=O)c2ccccc2)c(C(c2ccccn2)N2CCN(CCO)CC2)c1C (stereo not drawn),-57%,-13%,.,0%,6.6%,.,5%,-2.1%,i,2.6
C/C(=N\N=C(/N)SC1CC(=O)N(c2ccccc2)C1=O)c1cccs1 (stereo not drawn),-45%,-10%,-8%,-3%,5.7%,16%,0%,7.6%,i,1.3
O=C(N/N=C/c1c[nH]c2ccccc12)C1CC1c1ccccc1 (stereo not drawn),-10%,0%,23%,-3%,0.8%,30%,-8%,-0.9%,i,0.0
Cn1c(=N)n(CC(O)c2ccccc2)c2ccccc21 (stereo not drawn),-36%,0%,-19%,-6%,-1.1%,-9%,-1%,1.9%,i,1.3
Cc1cc(NC(=O)CN2CCN(C/C=C/c3ccccc3)CC2)c([N+](=O)[O-])cc1C,-10%,3%,10%,-8%,-3.1%,1%,5%,12%,i,0.5
Cc1ccc(NC(=O)CCc2nnc3ccc(N4CCN(C)CC4)nn23)cc1F,-20%,6%,13%,-7%,0.5%,-19%,-4%,-2.6%,i,0.8
N#Cc1c(Sc2ncc(C(F)(F)F)cc2Cl)nsc1C/C=N\OCc1ccccc1Br,-3%,1%,6%,-8%,0.0%,22%,-8%,-6.0%,i,0.5
O=C(CN1C(=O)CSc2ccc(S(=O)(=O)N3CCOCC3)cc21)NCc1ccc(F)cc1,-32%,-9%,10%,-7%,-0.1%,5%,2%,-5.5%,i,0.0

# Some values from the list.
# Result for Cn1c(=N)n(CC(O)c2ccccc2)c2ccccc21 (stereo not drawn) in SIAH1 antagonists: -1%
# Result for Cc1ccc(NC(=O)CCc2nnc3ccc(N4CCN(C)CC4)nn23)cc1F in SIAH1 antagonists: -4%

# High-throughput results: PubChem, several laboratories

# Not all compounds are listed, so the mix of outcomes need not match the whole.
